# USP2a block: USP2a (human) protease inhibition | O75604 | USP2 core, Ub-CHOP2 coupled fluorogenic reporter, 485/531 | Potency, µM (titrated, usually from 38.3 µM), for inactives: at the top dose activity change, negative = inhibition, actives largely listed as inhibitors | 330,000 compounds, 0.01% hits | AID 463254;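 also: potency is read from the fitted curve at half-maximal effect; plate controls were DMSO wells for no effect and full inhibition by NEM control for full effect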
#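 Deubiquitinase activity read as fluorescence (485/531 nm) after Ub-CHOP2 cleavage activates the enterokinase reporter on its substrate; USP2 core 10nM, Ub-CHOP2 and substrate 25nM each, 30min compound preincubation then 60min RT; data normalized to NEM, curves fitted.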
# BCR signal inh: chronic active BCR signaling inhibition; 340,000 compounds, 0.05% hits; ABC-DLBCL IkBa-CBG/CBR reporter, luminescence ratio, 4 h; AID 493014; Potency, µM (doses to about 46.1 µM), for inactives: top-dose ratio change, negative = lower green/red ratio, hits mostly inhibitors; active = well fitted inhibition curve with a large enough effect in the signal ratio, with a control signal flat, not every such curve was filed as active; inconclusive = small, poorly fitted or top-dose-only effect, or effect the other way, or a change in a side signal; the % refers to the signal ratio;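 also: potency is read from the fitted curve at half-maximal effect; plate controls were basal doxycycline-induced cells for no effect and cells given 10 µM MG132 for full effect; MG132 reads +100%, hits lower the ratio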
#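 Concentration-response series (up to 46 uM) were applied to TMD8 dual-reporter cells for 4 h at 37C with doxycycline. Green/red ratio, after filter-overlap correction, defined %Activity; red signal alone was normalised to basal cells and zero luminescence.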
# MBNL1 CUG block: MBNL1-poly(CUG) RNA binding inhibition. Q9NR56. TR-FRET MBNL1-His/biotin-(CUG)12 binding, 665/545 ratio. Potency, µM (series often up to 57.5 µM), inactives show top-dose activity change, negative = inhibition, actives largely listed as inhibitors. 280,000 compounds, 0.036% hits. AID 2675; active = well fitted inhibition curve with a large enough effect in the signal ratio, with a control signal flat, not every such curve was filed as active; inconclusive = small, poorly fitted or top-dose-only effect, or effect the other way, or a change in a side signal; inactive = no such curve, though single readings can be large or run the other way; the % refers to the signal ratio; also: potency is read from the fitted curve at half-maximal effect; % is scaled to controls: 0 for no effect and ±100 for the full control effect
#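 Inhibition of protein-RNA binding appears as loss of TR-FRET between terbium anti-His antibody on MBNL1-His and streptavidin-XL665 on biotin-(CUG)12. Activity is normalized to buffer-only and uninhibited-complex controls.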
# KCNH2 WT inh: inhibitors of human wildtype KCNH2 potassium channel; Q12809; U2OS, BacMam KCNH2, thallium flux FluxOr; active compounds read low; activity change, % at 1.84 µM; 340,000 compounds, 0.37% hits; AID 720551;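 active = maximum activity change below -70%; inconclusive = maximum activity change between -70% and -50%; inactive = maximum activity change above -50%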; also: % is scaled to controls: 0 for no effect and ±100 for the full control effect
#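 U2OS cells were transduced with wild-type KCNH2 virus (2.03 x 10^8 / mL) for 4 h at room temperature, then cultured overnight at 37 C. Thallium flux was read with FluxOr dye. Rate constants were normalized to DMSO controls.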
# Menin-MLL TR inh: inhibitors of human menin-MLL interaction, mutant MLL peptide; O00255; Menin + Texas Red MLL mutant peptide, fluorescence polarization; Potency, µM (series often up to 61.6 µM), for the others: at the highest dose FP activity change, negative = inhibition, hits mostly inhibitors; 270,000 compounds, 0.23% hits; active = well fitted inhibition curve with a large enough effect in the polarisation, with a control signal flat, not every such curve was filed as active; inconclusive = small, poorly fitted or top-dose-only effect, or effect the other way, or a change in a side signal; inactive = no such curve, though single readings can be large or run the other way; the % refers to the polarisation; also: potency is read from the fitted curve at half-maximal effect; % of control where 0% means no effect; many of its hits are not listed in these tables
# Mito fusion act: mitochondrial division inhibition or fusion activation | S. cerevisiae fusion-defective mutant growth rescue, CellTiterGlo 48 h | 320,000 compounds, 0.23% hits | Potency, µM (doses to about 46.1 µM), without a hit: at the highest dose growth rescue (activation), most hits filed as activators;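 also: potency is read from the fitted curve at half-maximal effect; % of control where 0% means no effect; nearly all actives have a fitted effect of over 45% in size; temperature-sensitive fusion mutants such as fzo1-1 at 37 °C on non-fermentable ethanol glycerol medium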
#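 Read-out: ATP-based luminescence (CellTiterGlo, 10 min ambient) reporting growth of fusion-defective ts yeast after 48 hours at 37C on glycerol/ethanol YPEG medium in the presence of compound.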
# PKM2 activator: increases activity of human pyruvate kinase M2; P14618; purified PKM2, Kinase-Glo ATP luminescence, activation; response scale: 0% is enzyme alone, no compound; Potency, µM (titrated, usually from 57.5 µM), inactives show top-dose activation, actives largely listed as activators; 260,000 compounds, 0.34% hits; AID 1631; also: potency is read from the fitted curve at half-maximal effect; % is scaled to controls: 0 for no effect and ±100 for the full control effect; nearly all actives have a fitted effect of over 55% in size
#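 ATP formation by purified human PK-M2, quantified via coupled luciferase luminescence after 1 h at room temperature with 0.1 mM ADP and 0.5 mM PEP final.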
# Eya2 phos inh: Eya2 (human) phosphatase inhibition; 330,000 compounds, 0.006% hits; Potency, µM (highest dose often 76.9 µM), inactives show at the highest dose activity, negative = inhibition, hits mostly inhibitors; recombinant Eya2, OMFP fluorescence dephosphorylation (OMFP is methylfluorescein phosphate); O00167; also: potency is read from the fitted curve at half-maximal effect; % is scaled to controls: 0 for no effect and ±100 for the full control effect
#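 Eya2 (0.2 uM) preincubated 10 min at ambient with compound, then OMFP substrate added at 50 uM; 10 min reaction in 50 mM HEPES pH 7.5, 50 mM NaCl, 5 uM MgCl2, 0.05% BSA, 1 mM DTT. Fluorescence read at Ex 485/Em 525 nm.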
# S-ASM inh: inhibitors of human secretory acid sphingomyelinase | P17405 | placental ASM, HMU-PC fluorogenic substrate, 60 min | Potency, µM (top dose mostly 57.5 µM), for inactives: at the highest dose activity change, negative = inhibition, hits mostly inhibitors | 340,000 compounds, 0.006% hits | AID 504937; also: potency is read from the fitted curve at half-maximal effect
#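 Human placenta-derived ASM preincubated with compound 10 min at room temperature, then reacted with 9 uM (final) fluorogenic HMU-PC substrate for 60 min at 37 C. Stop solution raises pH to 10; fluorescence read at Ex 386/Em 447 nm.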
# TSHR antag: antagonists of human thyroid stimulating hormone receptor; P16473; TSHR-expressing cells, TSH-stimulated cAMP HTRF, 2 h; active compounds read low; AID 504810; activity change, negative = inhibition, % at 11.5 µM; 330,000 compounds, 0.2% hits;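 active = activity change below a set negative limit, meaning inhibition stronger than a set level, cut at about -70% in these data; inconclusive = activity change between two set negative limits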; also: % is scaled to controls: 0 for no effect and ±100 for the full control effect
# Target sequence (P16473 whole entry, looked up): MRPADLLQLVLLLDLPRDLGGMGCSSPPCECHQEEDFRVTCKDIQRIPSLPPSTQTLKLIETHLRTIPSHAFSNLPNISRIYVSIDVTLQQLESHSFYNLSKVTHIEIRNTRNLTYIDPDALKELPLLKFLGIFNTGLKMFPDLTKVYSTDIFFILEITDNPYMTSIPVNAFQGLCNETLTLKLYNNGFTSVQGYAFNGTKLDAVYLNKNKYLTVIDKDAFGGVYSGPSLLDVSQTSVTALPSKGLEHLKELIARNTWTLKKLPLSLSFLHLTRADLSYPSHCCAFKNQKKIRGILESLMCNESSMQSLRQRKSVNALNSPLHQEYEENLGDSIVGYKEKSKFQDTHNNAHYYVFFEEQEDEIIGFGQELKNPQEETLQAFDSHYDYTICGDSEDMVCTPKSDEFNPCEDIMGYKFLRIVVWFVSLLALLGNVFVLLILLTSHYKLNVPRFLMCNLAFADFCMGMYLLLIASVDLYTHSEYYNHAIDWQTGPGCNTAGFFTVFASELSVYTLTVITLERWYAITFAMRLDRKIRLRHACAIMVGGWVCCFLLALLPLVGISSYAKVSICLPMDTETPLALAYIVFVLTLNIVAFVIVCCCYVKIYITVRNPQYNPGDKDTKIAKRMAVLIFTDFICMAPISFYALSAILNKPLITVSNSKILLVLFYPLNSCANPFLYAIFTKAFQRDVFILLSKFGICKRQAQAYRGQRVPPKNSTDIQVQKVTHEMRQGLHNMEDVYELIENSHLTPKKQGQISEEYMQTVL
#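 Antagonism was scored as loss of TSH-driven cAMP in TSHR cells, stimulated with 4nM TSH (EC80) for 2 hours at 37 deg C and detected by homogeneous HTRF competition immunoassay.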
# GALK inhibitor: blocks human galactokinase activity. Purified GALK, Kinase-Glo residual ATP luminescence. Potency, µM (doses to about 57.5 µM), for the others: top-dose activity change, negative = inhibition, actives largely listed as inhibitors. 270,000 compounds, 0.007% hits. P51570; also: potency is read from the fitted curve at half-maximal effect; % is scaled to controls: 0 for no effect and ±100 for the full control effect
#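 ATP-depletion format; final 35 uM ATP, 100 uM D-galactose, 5 nM enzyme; pH 8.0 HEPES/Mg2+ buffer; 60 min RT; luminescence read 10 min after detection reagent.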
# Starred values were filed as active, the others as inactive; i = inactive; u = inconclusive; x = not tested or not shown; [ ] = another dose, or the depositor's remark. Unless noted, calls follow the shape of the dose curve; as a rule, active = well fitted curve in the direction sought with a large enough effect; inconclusive = small, poorly fitted or top-dose-only effect, or another doubt; inactive = no such curve, though single readings can be large; an effect the other way counts as inactive or inconclusive.
SMILES,USP2a block,BCR signal inh,MBNL1 CUG block,KCNH2 WT inh,Menin-MLL TR inh,Mito fusion act,PKM2 activator,Eya2 phos inh,S-ASM inh,TSHR antag,GALK inhibitor
CCOc1nc(NCCO)nc(Nc2cc(Cl)ccc2OC)n1,1%,7%,-4%,-2,-2%,4%,0%,-7%,-1%,0,-4%
O=C1/C(=C/c2ccncc2)SC(=S)N1N1CCOCC1,0%,-3%,-2%,-1,x,-12%,-4%,-2%,-3%,7,-2%
O=Cc1cnc(N2CCCCC2)s1,1%,4%,u,x,0%,1%,0%,-1%,1%,0,7%
CCOC(=O)C(=CNc1ccc(Oc2cncc(Cl)c2)nc1)C(=O)OCC,0%,2%,-7%,-4,x,-6%,-2%,-5%,-4%,-7,-3%
Cc1nnsc1C(=O)N/N=C/c1c(F)cccc1Cl,1%,3%,-1%,4,20%,3%,x,-21%,-2%,4,0%
Cc1ccc(C(=O)NCCCc2ccccc2)s1,u,5%,x,0,-7%,2%,-16%,-1%,3%,39,1%
Cn1c(CCCNC(=O)c2cccs2)nc2ccccc21,0%,-2%,-5%,-11,-24%,-4%,-2%,u,-1%,-6,0%
O=C1CN(c2ccccc2)C(=S)N1C(=O)c1ccc(Br)cc1,0%,u,-5%,-8,42%[activator],-11%,0%,-5%,8%,-10,3%
C=C(C)CSc1nnc([C@@H]2CCCN2C(=O)OC(C)(C)C)o1,-1%,4%,-12%,-6,-7%,1%,-9%,2%,4%,-6,-2%
Cc1c(NC(=O)[C@@H](NC(=O)c2ccc(Cl)c([N+](=O)[O-])c2)C(C)C)c(=O)n(-c2ccccc2)n1C,0%,4%,x,-9,x,x,x,1%,-3%,-4,x
COc1ccc(NC(=O)CSc2ccc(-c3cccnc3)nn2)c(OC)c1,0%,3%,-6%,6,2%,-1%,-1%,0%,3%,0,7%
O=C(NCC(=O)N(c1cccnc1)C(C(=O)NC1CCCC1)c1cccs1)c1ccco1 (stereo not drawn),0%,-4%,10%,i,7%,1%,-24%,-9%,-4%,-4,10%
COc1ccc(NC(=O)CCNS(=O)(=O)c2cc(Br)cnc2N)cc1OC,3%,-2%,-5%,-10,14%,-3%,11%[0.46 µM],15%,2%,-14,3%
CCOc1ccc(-c2c(C(=O)N/N=C/c3ccc(Cl)cc3)nnn2-c2nonc2N)cc1,3%,u,-10%,-15,x,0%,x,-16%,4%,9,0%
COc1cc(C(=O)NCCc2ccc(F)cc2)c([N+](=O)[O-])cc1OC,1%,3%,u,1,-19%,1%,2%,3%,-1%,9,-3%
CC1CN(C(=O)c2ccc(S(=O)(=O)Nc3ccccc3Cl)cc2)CC(C)O1 (stereo not drawn),0%,1%,1%,-8,-9%,-1%,0%,-2%,0%,-9,-3%
Cc1cc(OCC(=O)NCCc2cccc(F)c2)c2c(C)cc(=O)oc2c1,-1%,-8%,0%,-5,x,5%,x,14%,-2%,18,5%
Nc1c(C(=O)c2cccs2)oc2ccccc12,1%,-1%,u,6,8%,12%,-2%,-4%,-2%,-1,6%
Cc1cc(C)c(C)c(S(=O)(=O)N(C)C2CCN(C)CC2)c1C,-1%,-6%,-10%,-1,u,0%,x,2%,2%,-4,x
CCNC(=S)N1CCN(S(=O)(=O)c2ccc(C)cc2)CC1,0%,0%,-13%,3,6%,2%,u,20%,0%,2,-7%
COc1cc(C2NC(=S)NC3=C2CCc2ccccc23)cc(OC)c1OC (stereo not drawn),4%,-4%,x,3,1%,-8%,0%,3%,4%,-3,3%
O=C(CSc1nnc(CNC(=O)c2c(F)cccc2F)o1)NCCc1ccccc1,2%,2%,3%,0,10%,-1%,-2%,6%,1%,-3,0%
Fc1ccc(Oc2cnc3ccccc3n2)cc1,0%,-2%,x,-18,u,-2%,-16%,-3%,-1%,44,9%
O=C(CC(=O)Nc1cccnc1)Nc1cccnc1,0%,0%,-2%,-3,-24%,0%,x,-18%,9%,7,x
O=C(c1ccc(NS(=O)(=O)c2ccc3[nH]c(=O)[nH]c3c2)cc1)N1CCCCC1,-3%,-10%,x,-8,x,16%,x,13%,4%,20,x
O=C(Nc1ccc(S(=O)(=O)Nc2cnc3ccccc3n2)cc1)c1ccc(Br)o1,0%,6%,6%,-11,27%,-2%,-3%,7%,10%,3,-4%
N#Cc1c(Nc2ccccc2)s[nH]c1=O,2%,0%,6%,3,x,7%,-3%,-3%,6%,5,3%
CC(C)CNC(=O)COC(=O)CCC(=O)c1ccc(F)cc1,0%,u,0%,9,1%,0%,-3%,-12%,-1%,6,0%
CC(C)(C)c1csc(NC(=O)c2ccc(Cl)s2)n1,-6%,1%,-1%,3,0%,17%,5%,-21%,2%,13,1%
COc1cc(C(=O)N2CCN(C(=O)C3COc4ccccc4O3)CC2)cc(OC)c1OC (stereo not drawn),3%,3%,-7%,8,x,-2%,x,u,3%,25,-7%
O=C(N[C@@H](Cc1ccc(O)cc1)C(=O)O)c1ccc(C(F)(F)F)cc1,0%,8%,-6%,-11,1%,-2%,-2%,0%,0%,1,1%
Cc1ccc(Nc2cnn(C34CC5CC(CC(CC(=O)O)(C5)C3)C4)c(=O)c2Cl)c(Cl)c1,-1%,0%,55%[activator],-9,-13%,0%,3%,0%,-2%,6,-1%
CCc1ccc(OCC(=O)NNC(=O)c2nn(CC)c(=O)c3ccccc23)cc1,1%,2%,5%,19,-6%,5%,0%,0%,-1%,6,-1%
CC(=O)Nc1ccc(NS(=O)(=O)c2ccc(-c3cnc(C4CC4)o3)cc2)cc1,1%,0%,5%,5,x,1%,x,4%,-2%,-2,-7%
Cc1ccccc1C1CC(c2cccs2)Nc2nnnn21 (stereo not drawn),-1%,5%,1%,4,-16%,-3%,1%,-3%,-2%,1,2%
O=C(Nc1cccc(NC(=O)c2cccc(Cl)c2)c1)c1cccnc1,2%,u,-2%,-5,38%[activator],-1%,x,-6%,-4%,5,1%
O=C(COc1cccnc1[N+](=O)[O-])Nc1cc(S(=O)(=O)N2CCCCC2)ccc1Cl,-1%,0%,-13%,-12,x,-4%,-1%,8%,4%,-5,5%
CCC(C)(C)n1nnnc1C(c1ccccc1OC)N1CCN(C(=O)c2ccco2)CC1 (stereo not drawn),-3%,0%,4%,19,0%,8%,1%,-25%,0%,6,-2%

# As a working copy, some entries already given.
SMILES,USP2a block,BCR signal inh,MBNL1 CUG block,KCNH2 WT inh,Menin-MLL TR inh,Mito fusion act,PKM2 activator,Eya2 phos inh,S-ASM inh,TSHR antag,GALK inhibitor
COc1cc(C(=O)N2CCN(C(=O)C3COc4ccccc4O3)CC2)cc(OC)c1OC (stereo not drawn),3%,3%,-7%,8,x,-2%,x,u,3%,25,-7%
O=C(N[C@@H](Cc1ccc(O)cc1)C(=O)O)c1ccc(C(F)(F)F)cc1,0%,8%,-6%,-11,1%,-2%,-2%,0%,0%,1,1%
Cc1ccc(Nc2cnn(C34CC5CC(CC(CC(=O)O)(C5)C3)C4)c(=O)c2Cl)c(Cl)c1,-1%,0%,55%[activator],-9,-13%,0%,3%,0%,-2%,6,-1%
CCc1ccc(OCC(=O)NNC(=O)c2nn(CC)c(=O)c3ccccc23)cc1,1%,2%,5%,19,-6%,5%,0%,0%,-1%,6,-1%
CC(=O)Nc1ccc(NS(=O)(=O)c2ccc(-c3cnc(C4CC4)o3)cc2)cc1,1%,0%,5%,5,x,1%,x,4%,-2%,-2,-7%
Cc1ccccc1C1CC(c2cccs2)Nc2nnnn21 (stereo not drawn),-1%,5%,1%,4,-16%,-3%,1%,-3%,-2%,1,2%

# An excerpt. The share of hits here may be higher or lower than overall.
